# Bioassay records: PubChem BioAssay, NCI
# All columns: NCI-60 one-dose screen, growth in % after 48 h at 10 µM unless noted; 100 = growth as untreated, 0 = no growth, -100 = all killed.
# SF-268: SF-268 CNS cancer cells; 82,000 tested, 3.1% active; AID 1794759
# SF-295: SF-295 CNS cancer cells; AID 1794758; 79,000 tested, 5.6% active
# PC-3: PC-3 prostate cancer cells; 80,000 tested, 3.9% active; AID 1794754
# U251: U251 CNS tumor cells; 80,000 tested, 5.4% active
# SF-539: SF-539 CNS cancer | 81,000 tested, 6.8% active
# DU-145: DU-145 prostate cancer | 81,000 tested, 4.2% active
# SNB-19: SNB-19 CNS cancer cells; AID 1794751; 81,000 tested, 2.5% active
# OVCAR-8: OVCAR-8 ovarian cancer. 81,000 tested, 4.4% active. AID 1794782
# OVCAR-3: OVCAR-3 ovarian cancer; 79,000 tested, 7% active
# An asterisk follows results filed as active; nt = no result given; & = joins results of further samples. The calls were made as follows: active = growth percent below 10; inactive = the rest.
SMILES,SF-268,SF-295,PC-3,U251,SF-539,DU-145,SNB-19,OVCAR-8,OVCAR-3
CC1(C)CC[C@]2(C(=O)N3CCNCC3)CC[C@]3(C)C(=CC[C@@H]4[C@@]5(C)C/C(=C/c6ccncc6)C(=O)C(C)(C)[C@@H]5CC[C@]43C)[C@@H]2C1,108,103,103,100,103,109,95,103,109
NS(=O)(=O)c1ccc(CCNC(=O)CSc2ccc(-c3ccc(Cl)cc3)nn2)cc1,77,64,79,88,91,76,65,76,96
Cc1ccc(/C=C/C2=NN(c3ccc(S(N)(=O)=O)cc3)C(c3ccc(C)s3)C2)s1 (configuration not stated),80,93,64,90,100,90,104,94,95
Nc1ccn(C2C=CC(CO)O2)c(=O)n1 (configuration not stated),108,nt,102,104,106,116,97,100,119
CCOC(=O)c1nc2c3ccccc3ccn2c1C#N,97,98,105,107,96,93,96,105,107
COc1ccc(-c2nc3cc(C(=O)Nc4cc(OC)c(OC)c(OC)c4)ccc3n2C2CCCCC2)cc1,100,104,nt,97,89,103,98,97,101
O=C(O)CCCCCCCCCCN1C(=O)/C(=C2/C(=O)N(CC(=O)O)c3ccc(Br)cc32)SC1=S,97,103,75,72,104,106,100,66,88
COc1cc(C=O)ccc1OCCOc1ccc(/C=N/NC(=O)Cn2c(C(C)C)nc3ccccc32)cc1OC,99,106,96,96,102,107,99,105,109
O=c1[nH]c2nc3ccccc3c(=O)[nH]n-2c1=O,101,96,94,96,100,117,103,99,109
Cc1ccc(-c2cc(C(=O)N3CCN(c4cc5c(cc4F)c(=O)c(C(=O)O)cn5C4CC4)CC3)c3ccccc3n2)cc1,93,104,89,104,100,113,97,94,101
N#Cc1cc(-c2ccnc(Nc3ccc(NC(=O)CCl)cc3)n2)ccc1N1CCCC1,-9.0*,-27*,8.3*,-33*,-94*,17,6.0*,6.6*,-46*
CC(=O)N1CCNCC1,99,105,89,99,105,115,96,98,101
CCCCNCC(=O)Nc1ccc(C(=O)OCC)cc1,104,99,72,101,105,114,103,104,113
O=C1NC(=O)/C(=C\c2ccccc2O)S1,106,nt,100,107,111,115,100,108,104
Cc1ccc(-c2cc(-c3cc(Cl)ccc3O)[nH]n2)cc1,63,85,45,67,81,79,84,68,nt
O=C(NCc1ccccc1)c1cccc([N+](=O)[O-])c1,93,104,89,89,102,104,95,97,106
CCO/C=N/S(=O)(=O)c1cc2c(cc1Cl)NC=NS2(=O)=O,103,104,92,95,98,108,103,100,105
Brc1ccc(-c2cc(-c3ccc(Br)cc3)cc(-c3ccc(Br)cc3)c2)cc1,108,100,98,101,102,114,95,109,112
CC[C@H](C)[C@H](CO)NC(=O)[C@]12CCC(C)(C)C[C@H]1[C@@H]1NCC[C@@H]3[C@@]4(C)CC[C@H](O)C(C)(C)[C@@H]4CC[C@@]3(C)[C@]1(C)CC2,83,91,58,68,78,89,81,90,75
CCOC(=O)c1c(C)nc2c(c1N)/C(=C/c1cccs1)C(=O)N2c1ccc(OC)cc1,48,47,35,12,7.7*,45,42,20,32
O=C(COc1ccc(-c2nc3cc(Cl)c(Cl)cc3[nH]2)cc1)N=Nc1c(O)[nH]c2ccccc12,-64*,6.0*,-51*,-86*,41,-21*,-36*,-24*,-55*
Cc1ccc(C)c(CCO)c1,96,102,96,91,97,93,101,99,101
O=C1/C(=C/c2ccc(OCCCCCCOc3ccccc3Cl)cc2)N=C2SCCCN12,98,99,63,97,95,101,99,90,86
NC(Cc1cnc2ccccc2c1)C(=O)O (configuration not stated),100,125,100,105,100,111,99,94,100

# One compound at a time, from the list above. Values in the order: SF-268	SF-295	PC-3	U251	SF-539	DU-145	SNB-19	OVCAR-8	OVCAR-3
# O=C1/C(=C/c2ccc(OCCCCCCOc3ccccc3Cl)cc2)N=C2SCCCN12 is listed with 98	99	63	97	95	101	99	90	86
# CCOC(=O)c1c(C)nc2c(c1N)/C(=C/c1cccs1)C(=O)N2c1ccc(OC)cc1 is listed with 48	47	35	12	7.7*	45	42	20	32
# Cc1ccc(C)c(CCO)c1 is listed with 96	102	96	91	97	93	101	99	101
# CCCCNCC(=O)Nc1ccc(C(=O)OCC)cc1 is listed with 104	99	72	101	105	114	103	104	113
# N#Cc1cc(-c2ccnc(Nc3ccc(NC(=O)CCl)cc3)n2)ccc1N1CCCC1 is listed with -9.0*	-27*	8.3*	-33*	-94*	17	6.0*	6.6*	-46*

# Continuation.
SMILES,SF-268,SF-295,PC-3,U251,SF-539,DU-145,SNB-19,OVCAR-8,OVCAR-3
CC1(C)OC(=O)CC1=O,103,106,81,83,102,109,105,97,113
Cn1c(SCC(=O)c2ccc(F)cc2)nc2ccccc2c1=O,99,98,95,95,98,98,97,95,104
CN1CCN(c2ccc3c(c2)nc(NNC(=O)c2ccncn2)c2cccn23)CC1,27,0.7*,46,34,24,28,35,22,38
O=C(Oc1ccc(Cl)cc1)c1ccc(Cl)cc1,87,102,91,90,106,115,122,90,124
CCCn1c(CC)nc([N+](=O)[O-])c1Sc1ncn[nH]1,111,95,89,98,105,107,101,98,115
CCCCOB(OCCCC)c1ccc(B(OCCCC)OCCCC)cc1,97,112,89,96,100,111,105,94,107
COc1cccc(/C(C)=C(\C)C2CC2CCNS(=O)(=O)c2ccc(C)cc2)c1 (configuration not stated),81,97,76,86,92,88,91,92,85
N#C/C(=C\c1ccc(-c2cccc(Cl)c2)o1)c1ccc(Cl)cc1,110,103,80,100,98,108,94,96,nt
Fc1ccc2cc(Cc3nnc(Cc4cc5ccc(F)cc5[nH]4)n3CCCc3cnc[nH]3)[nH]c2c1,102,100,86,106,95,112,93,100,117
CC(C)(COC(=O)c1ccccc1)N1CC2CCC(C1)O2,96,105,98,101,102,102,98,107,98
O=c1[nH]c2ccc(Oc3ncccn3)cc2c(=O)n1Cc1cccc(NC(=S)Nc2cccc(Cl)c2)c1,95,92,88,95,94,97,89,92,111
COc1cccc(C2Nc3ccccc3-n3cccc32)c1OC (configuration not stated),97,106,81,104,108,103,97,98,107
O=C(Nc1cccc(Cl)c1)OCCCCl,89,87,95,88,100,110,106,91,103
CCCCCCCCCCCCCCCCNc1ccccc1,87,102,82,86,97,107,108,92,104
CNC1CCc2c(sc(NC(=O)c3ccc(C(C)(C)C)cc3)c2C(N)=O)C1 (configuration not stated),79,-71*,40,3.5*,76,45,56,75,61
COC(=O)Nc1cc(C(=O)NCCC(=N)N)cn1C,103,103,94,100,93,101,nt,105,102
COc1ccc(OC)c(C2NC(=O)N=C3C2C(N)=NN3c2ccccc2)c1 (configuration not stated),99,102,97,98,14,95,88,93,114
O=C(CSc1nnc(-c2ccc3nc(-c4ccc(Cl)cc4)[nH]c3c2)o1)Nc1ccc(C(=O)/C=C/c2ccc(Cl)cc2)cc1,100,93,88,82,84,111,99,97,121
CCC1SC(N)=NC1=O (configuration not stated),117,124,102,115,111,125,111,110,111
c1ccc(COc2ccc(Nc3ncnc4sc5c(c34)CCCC5)cc2)cc1,102,101,86,93,103,97,93,100,104
c1ccc(CNc2ccccc2)cc1,105&102,103&90,85&98,99&103,103&99,118&112,100,97&104,113&109
O=C(Nc1ccccc1)C(O)c1ccccc1 (configuration not stated),97,106,91,89,104,109,99,98,102
O=C(Cc1ccccc1Cl)c1ccccc1,104,118,95,100,99,109,108,97,119
O=C(/C=C/c1cn(-c2ccccc2)nc1-c1ccccc1)OCc1cn(-c2cccc([N+](=O)[O-])c2)nn1,93,98,67,78,89,103,88,83,97
N=C(N)Sc1n[nH]c(=O)[nH]c1=O,117,85,98,100,108,112,106,107,116
COC(=O)c1c2c(c(C)[n+]([O-])c1C)C(=O)C=C(NCc1ccc(OC)cc1)C2=O,-22*,-62*,-6.9*,-46*,-81*,-84*,-74*,1.2*,-40*
NC1(C(=O)O)CCCC1,110,105,100,105,94,107,97,nt,107
COC(=O)c1ccccc1NC(=O)c1ccccc1,98,95,85,85,102,105,92,94,100
COc1cc(C#CC[C@@H]2C[C@]3(C)[C@H]4CC=C5[C@@H]6[C@@H](C)[C@H](C)CC[C@]6(C(=O)O)CC[C@@]5(C)[C@]4(C)CC[C@H]3C(C)(C)[C@H]2O)cc(OC)c1OC,63,52,36,35,79,56,71,50,64
CC(C)=CC/C=C(/C)[C@H]1CC[C@]2(C)[C@@H]1CC[C@@H]1[C@@]3(C)C/C(=C/c4ccc(C(F)(F)F)cc4)C(=O)C(C)(C)[C@@H]3CC[C@]12C,85,102,72,88,101,100,92,88,95
Cn1ccnc1C(=O)/C=C/c1ccc(CC(=O)NC2CCCCC2)cc1,41,78,60,31,64,6.3*,46,62,28
COc1cccc(CNc2cccc3cn[nH]c23)c1O,106,108,84,93,95,100,96,96,100
CC(C)CC1C(=O)NC(=S)N1c1n[nH]c(=O)c2c1C(c1ccc(Cl)cc1)NN2 (configuration not stated),99,104,103,101,104,109,99,100,113
C=CC(=O)OCC(C)(C)COC(=O)C=C,105,104,106,92,98,108,91,90,106
Oc1c(Br)cc(Br)c2cccnc12,49,25,37,22,nt,66,56,32,20
CC(=O)Oc1c(C)c(C)c2c(c1C)CCC(C)(CCCC(C)CCCC(C)CCCC(C)C)O2 (configuration not stated),nt,102,95,105,111,nt,102,103,nt
O=C(C(c1ccccc1)C(O)c1ccccc1)N1CCOCC1 (configuration not stated),108,101,94,100,103,117,102,103,111
CC(C)n1cc(C2=C(c3cccc4ccccc34)C(=O)NC2=O)c2cc(Br)ccc21,68,64,58,60,61,71,83,73,21
Nc1ccc(CCc2ccc3ccccc3n2)cc1,100,101,87,94,106,120,109,98,108
CCCCCCCCn1cc2c(N[C@H](C)c3ccccc3)ncnc2n1,96,101,109,105,98,106,99,104,105
CC(C)(C)OC(=O)CN1CCc2c(sc3ncnc(N/N=C/c4ccccc4Br)c23)C1,77,99,48,78,84,95,81,61,69
C=C(Br)C(C)N (configuration not stated),108,96,95,98,98,110,106,98,115
COc1cc(/C=C/C(=O)N2CCN(C(=O)c3cc(OC)c(OC)c(OC)c3)CC2)ccc1OCCCOc1cc2c(cc1OC)C(=O)N1CCC[C@H]1C=N2,2.8*,-33*,-43*,7.6*,-32*,8.4*,14,14,-12*
Cc1ccc(COc2ccc(NC(=O)c3ccc4nc(NC(=O)c5ccc(NCCc6ccccc6)c([N+](=O)[O-])c5)sc4c3)cc2)cc1,95,104,88,99,103,103,104,96,99
CCN1CCN(C(=S)SC(SC(=S)N2CCN(CC)CC2)C(=O)c2nnn(-c3ccc([N+](=O)[O-])cc3)c2C)CC1,90,103,62,92,98,101,88,88,82
Cc1nc(-c2ccc(Cl)cc2)ccc1NC(=O)Nc1cccc(C(F)(F)F)c1,98,98,80,77,94,98,108,99,111
CCOc1ccc2c(c1)/C(=C\C=C\C1CC(C)C3CC(OCC)CCC3N1CC)CC(C)N2CC (configuration not stated),22,nt,3.3*,6.6*,20,15,22,6.8*,8.7*
COc1nc2c(=O)[nH]c(N)nc2n1C1OC(CO)C(O)C1O (configuration not stated),106,119,105,103,115,122,101,102,105
C/C(=C(/O)c1ccc(Cl)cc1)c1nc2ccc(Cl)cc2[nH]c1=O,86,79,64,84,83,97,92,95,96
NC1=NN=C2N(N)C(=O)c3cnn(-c4ccccc4)c3N2c2nc(-c3ccccc3)cc(-c3ccccc3)c21,105,95,91,96,103,108,93,102,116
COCc1nc2ccccc2[nH]1,108,95,104,98,93,113,101,102,nt
Cc1ccnc(NS(=O)(=O)c2ccc(Nc3ccnc(SCC(=O)c4ccc([N+](=O)[O-])cc4)n3)cc2)n1,102,102,100,105,102,117,99,99,106
COc1ccc2nc(N)nc(C)c2c1,18,66,85,34,91,67,51,90,82
COc1ccc(C(=O)CSc2nc3ccccc3c(=O)n2CCc2ccccc2)cc1,92,83,87,90,105,104,91,85,102
Cc1ccc2c(c1)nc(-c1ccccc1)n2CC(=O)N=Nc1c(O)[nH]c2ccccc12,103,95,70,99,98,101,99,93,100
CN(C)[C@@H]1C(=O)C(C(=O)NCc2nc3[nH]cnc(=S)c3[nH]2)=C(O)[C@@]2(O)C(=O)C3=C(O)c4c(O)cccc4[C@@](C)(O)[C@H]3C[C@@H]12,76,27,nt,96,32,43,84,7.5*,39
CSc1nc2c(c(=O)[nH]1)C(c1ccc(Cl)cc1)C1=C(N2)/C(=C/c2ccc(Cl)cc2)CC1 (configuration not stated),85,95,95,101,98,88,96,94,103
CC(C)CC(CC(C)C)=NNc1ccc([N+](=O)[O-])cc1[N+](=O)[O-],101,101,86,91,99,102,94,98,100
O=C(CSSCC(=O)c1ccc(Cl)cc1)c1ccc(Cl)cc1,61,36,61,54,68,94,53,48,78
O=c1[nH][n+](-c2nonc2-c2ccccc2F)no1,106,95,105,106,102,113,99,111,119
Nc1ccc(Cc2ccccc2)cc1,78,99,68,93,105,104,108,95,99
CC(=O)Nc1ccc(NC(=O)CC(=O)Nc2ccc(NC(C)=O)cc2)cc1,103,94,95,95,90,115,104,97,112
CCc1ccc(Nc2cc(C)c3ccc(O)cc3n2)cc1,68,nt,62,61,89,95,96,80,81
